# PPARg SRC1 recr: promotes SRC-1 coactivator recruitment by human PPARgamma | actives 0.41% (n = 200,000) | AID 631 | activation, % at 8 µM | PPARgamma-SRC-1 coactivator recruitment biochemical assay; in the data active = activation above about 19%;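 note: 0% = DMSO and 100% = reference agonist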
# Target sequence (P37231 whole entry, looked up): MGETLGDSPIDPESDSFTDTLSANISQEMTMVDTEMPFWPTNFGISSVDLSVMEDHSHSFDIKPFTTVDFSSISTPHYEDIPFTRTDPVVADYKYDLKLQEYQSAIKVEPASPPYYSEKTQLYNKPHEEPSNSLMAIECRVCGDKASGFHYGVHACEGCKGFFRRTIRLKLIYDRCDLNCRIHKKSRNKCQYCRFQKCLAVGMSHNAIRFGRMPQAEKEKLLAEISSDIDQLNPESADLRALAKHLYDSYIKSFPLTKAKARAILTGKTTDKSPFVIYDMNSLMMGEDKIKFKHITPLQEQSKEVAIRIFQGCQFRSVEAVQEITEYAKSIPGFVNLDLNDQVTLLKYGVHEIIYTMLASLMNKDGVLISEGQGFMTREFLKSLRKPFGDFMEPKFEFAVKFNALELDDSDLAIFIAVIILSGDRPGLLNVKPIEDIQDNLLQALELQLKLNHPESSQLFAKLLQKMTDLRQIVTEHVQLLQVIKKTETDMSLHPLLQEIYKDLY
# PPARg SRC3 recr: PPARgamma-driven SRC-3 recruitment agonism; biochemical PPARgamma/SRC-3 coactivator recruitment assay; AID 731; actives 0.26% (n = 200,000); activation, % at 8 µM; P37231; in the data active = activation above about 23%;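 note: 0% = DMSO and 100% = reference agonist; some compounds past the cut are filed as inactive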
# bIAP inh: intestinal alkaline phosphatase (bovine) inhibition; purified bovine IAP, CDP-star luminescence, 30 min; inhibition, % at 20 µM; 190,000 tested, under 10 active; AID 1019;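 active = over 50% inhibition of intestinal alkaline phosphatase at 20 µM in the single-dose screen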
#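 Assay system – bovine IAP enzyme · Quantity – bovine IAP at 1/65,000,000 final dilution · Detection – CDP-star luminescence signal · Times – 30 min reaction at room temperature · Also added – CDP-star substrate at 30 µM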
# TR-FRET SRC-2 ct: TR-FRET artefact, counter-screen to PPARgamma/SRC-2 agonist assay | actives 0.4% (n = 200,000) | hits give high values | TR-FRET ratio at 8 µM | AID 1049; in the data active = TR-FRET ratio above about 2000; note: inactives centre near 1500
# PPARg SRC-2 ag: promotes SRC-2 coactivator recruitment by human PPARgamma | AID 1032 | activation, % at 8 µM | P37231 | actives 0.34% (n = 200,000) | PPARgamma LBD-SRC-2 recruitment, biochemical; in the data active = activation above about 22%;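 note: 0% = vehicle and 100% = reference agonist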
# TNAP inh no acc: blocks human TNAP activity with no phosphate acceptor present; P05186; purified TNAP, CDP-star luminescence, 30 min; inhibition, % at 20 µM; actives 0.26% (n = 200,000);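 active = tissue-nonspecific alkaline phosphatase inhibition above about 50% at 20 µM in the single-dose screen, limit read from the data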;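 note: 0% = DMSO negative control and 100% = EDTA positive control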
# Target sequence (P05186 whole entry, looked up): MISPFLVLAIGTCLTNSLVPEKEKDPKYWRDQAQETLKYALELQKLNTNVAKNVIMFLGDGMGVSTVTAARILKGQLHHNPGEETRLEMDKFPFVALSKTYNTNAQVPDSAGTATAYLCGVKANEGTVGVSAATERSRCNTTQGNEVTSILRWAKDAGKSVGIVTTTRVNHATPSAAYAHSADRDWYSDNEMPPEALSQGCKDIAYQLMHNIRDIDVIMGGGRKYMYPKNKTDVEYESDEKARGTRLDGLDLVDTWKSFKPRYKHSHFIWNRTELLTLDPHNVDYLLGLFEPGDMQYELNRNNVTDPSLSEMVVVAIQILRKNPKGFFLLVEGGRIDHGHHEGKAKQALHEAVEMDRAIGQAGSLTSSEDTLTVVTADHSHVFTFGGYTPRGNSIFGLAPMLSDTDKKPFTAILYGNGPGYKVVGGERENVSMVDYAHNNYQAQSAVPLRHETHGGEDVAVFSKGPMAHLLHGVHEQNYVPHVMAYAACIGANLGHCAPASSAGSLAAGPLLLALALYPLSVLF
# HMGR II inh: inhibitors of class II HMG-CoA reductase from Enterococcus faecalis; purified E. faecalis HMGR, NADPH absorbance 340 nm kinetic; inhibition, % at 10 µM; actives 0.41% (n = 190,000);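 active = inhibition above a set limit, the median over all tested compounds plus 3 SD, cut at about 9.5% in these data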;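 note: enzyme runs in reverse so mevalonate oxidation gives rising NADPH absorbance; 0% = complete reaction with DMSO and 100% = background rate lacking mevalonate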
# TNAP inh hiacc: TNAP (human) inhibition, high acceptor. purified TNAP, CDP-star luminescence, 1 M DEA. inhibition, % at 20 µM. actives 0.03% (n = 200,000). AID 1135;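 active = over 50% inhibition of tissue-nonspecific alkaline phosphatase at 20 µM in the single-dose screen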;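 note: plate controls were DMSO wells for no effect and EDTA-quenched wells as full inhibition for full effect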
# TNAP act hiacc: increases human TNAP activity under high phosphate acceptor concentration | purified TNAP, CDP-star luminescence, 1 M DEA, 30 min; hits give high values; 0 = EDTA background, 1 = DMSO-only activity | AID 1136 | 200,000 tested, under 10 active | P05186 | activation factor at 20 µM;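 active = activation factor at least 2 at 20 µM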
#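 Control set: EDTA negative control, DMSO positive control / Assay system: human TNAP / Quantity: TNAP 1/800 final / Evaluation: TNAP activation factor scaled between EDTA and DMSO control wells / Measured by: luminescent substrate turnover signal / Compound dosing: one dose, 20 µM / Times: 30 min enzyme reaction at room temperature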
# bIAP act: increases bovine intestinal alkaline phosphatase activity. purified bovine IAP, CDP-star luminescence, 30 min; hits give high values; fold of DMSO-control signal, blank-subtracted. activation factor at 20 µM. actives 0.17% (n = 200,000);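 active = activation factor of 2 or more at 20 µM, a signal rise over negative controls twice the positive control's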
# * = called active by the depositor. Compounds as they come; overall some 1.6% were active at least once.
SMILES,PPARg SRC1 recr,PPARg SRC3 recr,bIAP inh,TR-FRET SRC-2 ct,PPARg SRC-2 ag,TNAP inh no acc,HMGR II inh,TNAP inh hiacc,TNAP act hiacc,bIAP act
C/C(=N\Nc1nc2ccccc2s1)c1ccc(Br)s1,23*,3,14,1493,3,-7,-1,3,1,0.9
CC(C)OC(=O)c1cccc(NC(=O)c2ccccc2)c1,2,5,17,1570,-1,-10,4,-4,1,0.8
COc1cccc(N2C(=O)C(CC(=O)Nc3ccccc3)N(C3CCCCC3)C2=O)c1 (centres undefined),2,-1,-11,1614,0,-11,1,-4,1,1.1
CCCCC(=O)Nc1c(C)cc(C)cc1Cl,2,-6,12,1785,0,-14,-7,-1,1,0.9
CSc1nnc(-c2cccn(Cc3ccccc3)c2=O)o1,1,0,-15,1616,7,-16,7,-2,1,1.1
CCCCn1nnnc1NCc1ccc(OC)c(OC)c1OC,-5,7,6,1538,-1,-13,1,-3,1,0.9
CC(Oc1ccc(F)cc1)C(=O)Nc1ccc2ccccc2c1 (centres undefined),5,7,11,1647,10,-16,-3,-3,1,0.9
COCCn1c(C)cc(C2=NNC(=Nc3ccc(Cl)cc3Cl)SC2)c1C,-2,-10,0,1411,-5,-7,0,13,0.9,1
CCc1cc2c(=O)c(-c3cnn(-c4ccccc4)c3)coc2c(CN2CCOCC2)c1O,-2,-12,-7,1683,0,-3,-2,2,1,1.1
CC1(c2ccc(Cl)c(Cl)c2)NC(=S)N2C1NC(=S)N2c1ccccc1 (centres undefined),-2,4,4,1600,8,-13,2,-5,1,1
CCCn1c(NC(=O)c2ccccc2Br)nc2ccccc21,14,6,-9,1605,16,-27,-7,-4,1,1.1
O=C(C1CCCN(Cc2cccnc2)C1)N1CCCCC1 (centres undefined),-4,7,-6,1638,5,-11,-4,-3,1,1.1
COc1ccccc1CNC(=O)C(=O)NCC(c1ccco1)N1CCOCC1 (centres undefined),7,3,-6,1608,-2,-13,-1,-7,1.1,1.1
Cc1c(Br)c([N+](=O)[O-])nn1CC(=O)NCCc1c[nH]c2ccccc12,2,3,16,1503,0,-6,-1,4,1,0.8
c1ccc(CSc2ncn[nH]2)nc1,4,7,-5,1658,11,8,-5,-5,1.1,1
O=C(Nc1cc([N+](=O)[O-])ccc1N1CCOCC1)c1ccco1,1,3,1,1277,4,-23,2,-3,1,1
c1ccc2c(c1)nc(Nc1ccc3c(c1)OCO3)c1nnnn12,1,-7,8,1502,-5,5,-5,1,1,0.9
COc1ccc(S(=O)(=O)N2CCC(C(=O)N3CCCCC3)CC2)cc1OC,2,2,-2,1675,-9,-4,3,-5,1,1
COc1cccc2c1OC1(C)CC2/C(=C(\C)O)C(=O)N1 (centres undefined),7,0,6,1488,-12,4,3,6,0.9,0.9
Cc1nnc(SC(C)C(=O)Nc2ccc(Cl)cn2)n1Cc1ccccc1 (centres undefined),4,0,3,1728,1,-7,-1,-1,1,1
CCNC(=O)CSc1nnc(-c2cccs2)o1,4,-5,5,1613,6,-3,-5,-4,1,1
CC(=O)c1sc(NC(=O)CCCOc2ccc(Cl)cc2)nc1C,22*,20,-15,2055*,27*,-8,-5,-2,1,1.1
Cc1cc(C)c2nc(N3CCC(C(=O)NCCCN4CCCCC4)CC3)sc2c1,2,8,-16,1697,2,-9,0,0,1,1.2
COc1ccc(N/C(N)=N/c2nc(CSc3ccc(C)cc3)cc(=O)[nH]2)cc1,5,15,8,1565,2,-13,-1,-2,1,0.9
CCCCC(=O)NCc1ccccc1Cl,-5,-4,-23,1282,-5,-3,-3,0,1,1.2
O=C(NCCc1ccccc1)c1ncn[nH]1,4,-7,-34,1547,3,-8,-5,-4,1,1.3
COc1ccc(S(=O)(=O)Nc2c3ccccc3nc(=O)n2-c2ccccc2)cc1,2,-2,13,1398,5,-16,-6,-2,1,0.9
O=C(O)CSc1nc(-c2ccc(Cl)cc2)nc2c1oc1ccccc12,6,-2,6,1367,4,-7,-3,-3,1,0.9
COc1ccc(C(=O)COC(=O)c2cc(S(=O)(=O)NCc3ccccc3)ccc2O)cc1,-4,0,-12,1670,3,-8,-1,-6,1.1,1.1
CCC(CC)C(=O)Nc1cccc(C(=O)Nc2ccc3c(c2)OCO3)c1,1,-2,3,1710,10,-8,-1,-4,1,1

# Next section; it opens with the two that closed the last part.
SMILES,PPARg SRC1 recr,PPARg SRC3 recr,bIAP inh,TR-FRET SRC-2 ct,PPARg SRC-2 ag,TNAP inh no acc,HMGR II inh,TNAP inh hiacc,TNAP act hiacc,bIAP act
COc1ccc(C(=O)COC(=O)c2cc(S(=O)(=O)NCc3ccccc3)ccc2O)cc1,-4,0,-12,1670,3,-8,-1,-6,1.1,1.1
CCC(CC)C(=O)Nc1cccc(C(=O)Nc2ccc3c(c2)OCO3)c1,1,-2,3,1710,10,-8,-1,-4,1,1
Cn1c(CCC(=O)OCC(=O)NCc2ccc3c(c2)OCO3)nc(=O)c2ccccc21,11,7,1,1692,3,-4,4,-2,1,1
O=C(Nc1cc(C(F)(F)F)ccc1Cl)c1ccc(NC(=O)C(F)(F)F)cc1,-3,2,6,1570,1,-20,0,-1,1,0.9
CC1CCN(Cc2c(O)ccc3c2O/C(=C\c2ccco2)C3=O)CC1,5,2,48,1561,-6,9,2,9,0.9,0.5
C=CCn1c(SCC(=O)Nc2ccccc2)nc2scc(-c3cccs3)c2c1=O,-5,-3,-29,1477,-4,-23,-5,-9,1.1,1.3
CCc1ccc(NC(=O)CSc2nnc(Cc3cccn3C)n2-c2ccc(OC)cc2)cc1,8,2,0,1484,6,-20,1,-2,1,1
OC(COc1ccc2c(c1)OCO2)CN1CCc2ccccc2C1 (centres undefined),5,3,2,1546,10,-8,-5,-3,1,1
COc1ccc(-c2ccnc(-c3ccc(O)cc3)n2)cc1,7,1,4,1414,2,-7,-2,-7,1.1,1
CCCC(=O)N(c1ccc(OCC)cc1)C1C=CS(=O)(=O)C1 (centres undefined),-1,-5,23,1737,6,-12,6,-4,1,0.8
CCCS(=O)(=O)C(=C(Nc1ccccc1)Nc1ccccc1)S(=O)(=O)CCC,-2,10,0,1532,8,-9,-1,-5,1.1,1
CC(C)Cc1nnc(NC(=O)c2ccncc2)s1,1,10,9,1474,8,-7,1,-10,1.1,0.9
CCOC(=O)N1CCN(C(=O)CN(c2cccc(C)c2)S(=O)(=O)c2ccc(C)cc2)CC1,-1,2,-8,1555,-4,-5,-2,0,1,1.1
C=CC(C)Sc1nc2c(c(=O)n(C)c(=O)n2C)n1Cc1ccccc1Cl (centres undefined),6,3,4,1560,5,-8,-4,-3,1,1
COc1ccc(C(C)(C)C)cc1S(=O)(=O)N1CCN(C)CC1,-5,-1,4,1408,-1,-9,-2,1,1,1
COc1ccc(/C=C(\NC(=O)c2ccccc2)C(=O)OC[C@@H]2CCC[N+]3(C)CCCCC23)cc1OC (some centres undefined),0,2,19,1499,-3,-11,-5,1,1,0.8
O=C(c1ccc2snnc2c1)N1CCSCC1,1,-3,6,1581,-8,-11,0,-4,1,0.9
CCn1c(P(C)(=O)O)nc2cc(NC(=O)c3ccccc3Cl)ccc21,0,0,-6,1406,-2,5,1,-5,1.1,1.1
Cc1ccccc1NC(=O)/C(=C/c1cccs1)NC(=O)c1ccco1,4,-3,8,1330,-3,-1,-1,3,1,0.9
C(=N\Nc1ncnc2sc3c(c12)CCC3)/c1cccs1,4,-3,3,1376,2,-10,-3,-6,1.1,1
CCNc1nc(N)nc(Oc2ccc(OCCOc3ccc(Cl)cc3Cl)nn2)n1,6,0,5,1543,5,-12,3,-6,1.1,0.9
COc1ccccc1Oc1cc(-n2nc(C)cc2C)ncn1,11,2,-10,1625,6,-3,-8,1,1,1.1
CC(NC(=O)COC(=O)Cc1ccsc1)c1ccccc1 (centres undefined),6,2,8,1537,-3,-8,0,-4,1,0.9
Cc1ccc(C)c2[nH]c(=O)c(CCNC(=O)CC(C)C)cc12,10,6,6,1525,2,-12,0,-4,1,0.9
CC1CC(C)CN(C(=O)CSC2=Nc3ccccc3C3=NC(Cc4c[nH]c5ccccc45)C(=O)N23)C1 (centres undefined),1,9,3,1697,7,-9,-4,2,1,1
COCC(=O)Nc1nnc(-c2cccs2)s1,5,18,0,1534,-1,-10,-1,-2,1,1
O=C(CSc1nnc(-c2ccc(O)cc2)o1)Nc1ccc2c(c1)OCCO2,1,3,3,1402,-5,-6,-3,2,1,1
COc1cccc(OC)c1C(=O)NC(C)c1ccccc1 (centres undefined),1,7,-3,1505,6,-7,-11,-2,1,1
Clc1ccc(-c2cc(COc3ccccc3)on2)cc1,-2,2,-8,1418,0,-1,1,-1,1,1.1
CC(C)(C)C1CCC(OC(=O)c2ccncc2)CC1 (centres undefined),2,7,14,1662,0,-4,-2,-9,1.1,0.9
O=C(Nc1cc(C(F)(F)F)ccc1N1CCOCC1)c1cccc(F)c1,6,5,3,1591,-2,-1,-9,-6,1.1,1
COC(=O)COc1ccc(S(=O)(=O)Nc2ccc(C(N)=O)cc2)cc1,5,-2,12,1467,-7,-9,0,-3,1,0.9

# Quoted at random: five compounds from above, in no set order.
SMILES,PPARg SRC1 recr,PPARg SRC3 recr,bIAP inh,TR-FRET SRC-2 ct,PPARg SRC-2 ag,TNAP inh no acc,HMGR II inh,TNAP inh hiacc,TNAP act hiacc,bIAP act
COc1ccc(C(=O)COC(=O)c2cc(S(=O)(=O)NCc3ccccc3)ccc2O)cc1,-4,0,-12,1670,3,-8,-1,-6,1.1,1.1
C=CC(C)Sc1nc2c(c(=O)n(C)c(=O)n2C)n1Cc1ccccc1Cl (centres undefined),6,3,4,1560,5,-8,-4,-3,1,1
CCNC(=O)CSc1nnc(-c2cccs2)o1,4,-5,5,1613,6,-3,-5,-4,1,1
OC(COc1ccc2c(c1)OCO2)CN1CCc2ccccc2C1 (centres undefined),5,3,2,1546,10,-8,-5,-3,1,1
CCCCC(=O)NCc1ccccc1Cl,-5,-4,-23,1282,-5,-3,-3,0,1,1.2

# Next results.
SMILES,PPARg SRC1 recr,PPARg SRC3 recr,bIAP inh,TR-FRET SRC-2 ct,PPARg SRC-2 ag,TNAP inh no acc,HMGR II inh,TNAP inh hiacc,TNAP act hiacc,bIAP act
COc1ccc(-c2nc(-c3ccc(NC(=O)c4ccc(Br)o4)cc3)no2)cc1OC,11,30*,11,1699,8,-12,0,-5,1,0.9
COc1ccc(-c2cn3cccnc3n2)cc1NC(=O)C1CC1,5,-2,3,1678,-9,-10,-6,-3,1,1
NC(=O)NC(Cc1ccccc1)C(=O)NCC1(N2CCCCC2)CCCCC1 (centres undefined),0,8,-9,1562,11,-6,-6,-3,1,1.1
COc1cccc(-n2nnc3c(=O)n(CC(=O)N4CCC(Cc5ccccc5)CC4)cnc32)c1,-10,-13,10,1390,-6,-6,1,-1,1,0.9
COc1ccc(N(Cc2cc3cccc(C)c3[nH]c2=O)S(C)(=O)=O)cc1,6,-8,-4,1279,-8,-5,-4,-4,1,1
O=C(COC(=O)c1ccc(S(=O)(=O)N2CCCC2)cc1)NCc1ccccc1,-4,-5,22,1233,-1,-6,-12,0,1,0.8
c1ccc(CSc2nnc3ccc(-c4ccco4)nn23)nc1,6,0,2,1705,-8,-10,-3,-4,1,1
O=C(Nc1ccsc1C(=O)N1CCCCCC1)c1ccccc1,7,2,3,1432,4,-4,1,0,1,1
CCOCCCNC(=O)Cc1ccc(F)cc1,-7,2,1,1533,16,-6,2,-5,1.1,1
Cc1cc(C(=O)NN=C2CCCCC2)c2ccccc2n1,7,8,10,1628,6,-14,-16,-4,1,0.9
